PKA kinase inh: PKA (human) kinase inhibition; 65,000 compounds, 0.1% hits; PKA Kemptide phosphorylation, Kinase-Glo ATP luminescence; P17612; inhibition, % at 6 µM;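 active means inhibition above the screen-wide mean inhibition plus 3 SD, cut at about 21% in these data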; further: many of its hits are not listed in these tables
Cathepsin G inh: inhibitors of human cathepsin G. 62,000 compounds, 0.2% hits. AID 581. P08311. purified enzyme, AMC-tetrapeptide fluorescence, pooled mixtures. inhibition, % at 5 µM (by protocol);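 active means inhibition above 20% in each of the two mixture wells holding the compound; inactive means inhibition of 20% or less in either well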;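 further: 0% = enzyme control without mixture and 100% = blank lacking enzyme; strong numbers were not always called active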
FXIa mix inh: blocks human factor XIa in pooled compound mixtures; P03951; purified FXIa, fluorogenic substrate; inhibition, % at 5 µM; 62,000 compounds, 0.19% hits; AID 680;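 further: each value is inhibition by a whole ten-compound pool holding the compound; 0% = enzyme with no mixture and 100% = wells lacking enzyme; strong numbers were not always called active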
CatL block: blocks human cathepsin L protease activity; 58,000 compounds, 0.17% hits; AID 460; purified cathepsin L, fluorogenic substrate, fluorescence; inhibition, %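 (tested at 10 µM)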; in the data active means inhibition above about 45%;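 further: 0% = enzyme with no compound and 100% = no enzyme blank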
Target sequence (P07711 114-288 limits assumed): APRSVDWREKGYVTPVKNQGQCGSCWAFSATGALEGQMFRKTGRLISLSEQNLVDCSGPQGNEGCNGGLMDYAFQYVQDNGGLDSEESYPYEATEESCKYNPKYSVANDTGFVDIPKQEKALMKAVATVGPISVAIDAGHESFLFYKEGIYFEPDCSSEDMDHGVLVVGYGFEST
Target sequence (P07711 292-333 limits assumed): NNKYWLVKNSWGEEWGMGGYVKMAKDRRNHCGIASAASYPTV
CatS inh: inhibitors of human cathepsin S | P25774 | recombinant cathepsin S, AMC dipeptide fluorescence, pooled mixtures | inhibition, %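 (tested at 5 µM per compound within 10-compound mixtures)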 | 62,000 compounds, 0.06% hits | AID 501; in the data active means inhibition above about 32%, passing the limit was not always enough; inconclusive means no clear call, values can overlap the other calls;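 further: 0% = enzyme without compound and 100% = blank without enzyme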
JNK3 inh: blocks human JNK3 kinase activity. P53779. purified JNK3 kinase activity, HTS. inhibition, % at 8 µM. 60,000 compounds, 0.61% hits. AID 746; in the data active means inhibition above about 17%;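 further: 0% = DMSO and 100% = reference inhibitor; many of its hits are not listed in these tables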
C1s block: blocks human complement C1s protease activity | P09871 | purified C1s, fluorogenic AMC substrate, pooled mixtures | mean inhibition % of two 10-compound mixtures (hits give high values), % at 5 µM (by protocol) | 62,000 compounds, 0.16% hits;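 active means inhibition above 20% in each of the two 10-compound mixture wells holding the compound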;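 further: 0% = enzyme wells lacking compound mixture and 100% = no-enzyme blank wells; some compounds called inactive have numbers as strong as hits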
Target sequence (P09871 16-437 limits assumed): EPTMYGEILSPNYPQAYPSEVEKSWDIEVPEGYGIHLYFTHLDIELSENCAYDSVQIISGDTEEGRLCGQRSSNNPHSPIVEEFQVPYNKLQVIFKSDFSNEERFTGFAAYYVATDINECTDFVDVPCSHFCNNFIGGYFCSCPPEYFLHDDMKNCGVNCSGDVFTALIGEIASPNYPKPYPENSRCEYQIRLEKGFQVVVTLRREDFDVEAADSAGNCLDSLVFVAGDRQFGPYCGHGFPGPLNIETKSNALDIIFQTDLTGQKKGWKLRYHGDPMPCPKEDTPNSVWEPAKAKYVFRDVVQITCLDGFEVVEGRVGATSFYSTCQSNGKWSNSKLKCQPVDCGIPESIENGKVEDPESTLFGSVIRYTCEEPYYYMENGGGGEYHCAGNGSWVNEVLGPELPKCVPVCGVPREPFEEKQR
Target sequence (P09871 438-688 limits assumed): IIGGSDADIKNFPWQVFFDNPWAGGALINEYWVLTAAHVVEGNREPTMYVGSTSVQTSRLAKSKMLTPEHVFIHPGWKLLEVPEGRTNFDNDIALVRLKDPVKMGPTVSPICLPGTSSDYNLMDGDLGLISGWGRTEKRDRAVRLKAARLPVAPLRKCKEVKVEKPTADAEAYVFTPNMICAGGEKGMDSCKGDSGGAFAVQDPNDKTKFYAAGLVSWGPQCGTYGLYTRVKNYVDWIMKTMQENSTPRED
ROCK2 blocker: blocks human Rho kinase 2 activity; O75116; purified ROCK2, Kinase-Glo ATP depletion luminescence; inhibition, % at 6 µM; 60,000 compounds, 0.35% hits;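 active means inhibition above the screen-wide mean inhibition plus 3 SD, cut at about 18% in these data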;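 further: plate controls were DMSO wells for no effect and Y-27632 control wells after no-enzyme background subtraction for full effect; many of its hits are not listed in these tables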
FXIIa mix inh: blocks human factor XIIa in pooled compound mixtures; AID 684; P00748; 62,000 compounds, 0.2% hits; inhibition, % at 5 µM; purified FXIIa, fluorogenic substrate;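 further: 0% = enzyme without compound and 100% = no enzyme blank; some results filed as inactive read as strong as hits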
Starred values were filed as active, the others as inactive; u = inconclusive; x = no result given. Unless noted, no stated cut-off is given here; in the data, active means inhibition above about 20% (passing the limit was not always enough); inactive means the rest.

SMILES	PKA kinase inh	Cathepsin G inh	FXIa mix inh	CatL block	CatS inh	JNK3 inh	C1s block	ROCK2 blocker	FXIIa mix inh
CCCCn1c(SCC(=O)N2CC(=O)Nc3ccccc32)nnc1-c1ccoc1C	10	11	-2	6	-8	10	1	7	3
CC(OC(=O)CCc1nc2ccccc2c(=O)[nH]1)C(=O)NCc1ccc2c(c1)OCO2 (centres undefined)	0	0	9	-6	-7	-2	6	0	4
Cc1cc(Nc2ncc(Cl)cc2Cl)n(-c2ccccn2)n1	2	4	27	21	13	x	18	x	2
O=c1cc(CSc2ccccn2)c2ccccc2[nH]1	7	-2	7	0	5	3	0	0	1
CC(C)(C)NC(=O)C(c1ccncc1)N(C(=O)c1csnn1)C1CC1 (centres undefined)	7	3	-1	4	-10	-8	-35	6	3
CCCCOc1ccc(NC2=NC3(CCCC3)N=C(N)N2)cc1	8	5	-2	22	3	5	3	8	4
CCN(Cc1ccccc1)C(=O)CC1Oc2ccccc2NC1=O (centres undefined)	1	6	3	x	16	5	3	2	4
CC1CCN(C(=O)CN2C(=O)C(=O)c3ccccc32)CC1	2	2	13	13	7	0	-38	-5	-1
Cc1cnc(NC(=O)CCCSc2nc3ccccc3s2)s1	8	3	-4	1	-5	9	-1	1	4
Cc1nc2nc(CSc3nc4ccccc4s3)cc(=O)n2[nH]1	4	13	5	6	5	-4	18	0	2
COc1ccccc1NC(=O)CSc1nc(O)cc(=O)n1C	3	7	-2	-1	4	-5	1	4	2
COc1ccc(-c2csc(N3CCN(Cc4ccc5c(c4)OCO5)CC3)n2)cc1	4	-2	7	-4	-4	5	13	2	3
COc1ccc2nc(NC(=O)C3COc4ccccc4O3)sc2c1 (centres undefined)	10	6	4	x	-7	-2	-10	8	16
COc1ccc(-c2cc(C(F)(F)F)n3nc(C(=O)N4CCOCC4)nc3n2)cc1	8	-10	-4	9	-1	-5	-28	2	-8
COc1ccc(CCNC(=O)COc2nsnc2N2CCOCC2)cc1OC	2	0	1	3	-2	1	-24	1	1
COc1ccc(Cn2c(=O)c3c(nc(NCCO)n3C)n(C)c2=O)cc1	5	x	x	2	x	3	x	-6	x
CN(c1ccc(C(=O)NCC2CCCO2)cc1)S(=O)(=O)c1ccccc1 (centres undefined)	8	10	4	8	1	-4	1	6	-6
Cn1nnnc1NCc1c(F)cccc1Cl	0	9	3	-5	-4	-1	9	-9	2
CCOC(=O)c1ccc(Nc2nnc(C(C)(C)C)c(=O)[nH]2)cc1	7	6	-2	-6	-1	x	-1	x	4
Cc1cc(NC(=O)Cn2c(=O)n(Cc3ccccc3)c(=O)c3ccccc32)no1	-1	6	1	-1	-3	x	2	x	14
CCNc1oc(COc2cccc(C)c2)nc1C#N	9	0	-5	3	16	x	-12	x	14
CCOc1ccc(C(=O)NC2CCN(S(C)(=O)=O)CC2)cc1	6	8	8	-9	-6	3	12	1	4
COc1ccc(S(=O)(=O)N2CCN(S(=O)(=O)c3ccc4c(c3)OCCO4)CC2)cc1C	-1	9	-3	18	3	6	-8	-2	-3
COC(=O)c1cn(C)c2ccc(S(=O)(=O)N3CC(C)CC(C)C3)cc2c1=O (centres undefined)	5	9	9	8	13	2	4	14	16
O=C1CCCC(O)=C1C=Nc1ccc(O)cc1	4	-15	4	-6	-5	6	2	0	-2
O=C(NCc1ccc(F)cc1)C1CCN(S(=O)(=O)N2CCC3(CC2)OCCO3)CC1	11	10	10	17	13	-5	14	1	7
NC(=O)NC(=O)Nc1ccccc1Cl	-2	12	4	15	8	6	14	1	7
O=C(NCC(=O)N(c1ccc2c(c1)OCO2)C(C(=O)NC1CCCC1)c1ccncc1)c1ccco1 (centres undefined)	8	11	-5	7	8	5	4	5	3
CCOc1ccc(-c2nc(-c3ccc(OC)c(OC)c3)no2)cc1OCC	4	2	2	x	1	-9	6	3	-3
Cc1ccccc1NC(=O)c1ccccc1NC(=O)c1ccco1	1	2	4	-2	-6	3	8	4	7
O=C(CCSc1nc(-c2ccco2)cc(C(F)(F)F)n1)N1CCN(c2ccccn2)CC1	-7	12	6	7	-4	-5	16	-7	15
CCCCCC(=O)N1CCN(c2ccc(C(C)=O)cc2F)CC1	-5	11	8	x	-1	2	11	-4	-11
Cc1ccsc1C(=O)OCC(=O)c1cc(C)n(CC2CCCO2)c1C (centres undefined)	-11	6	7	11	0	1	15	-20	14
CCCOC(=O)/C(C(N)=NCc1ccccc1)=C(\O)OCCC	-8	-7	-1	4	-7	-8	-7	-2	6
O=C(CC(NS(=O)(=O)c1ccc(Cl)cc1)c1ccco1)NC1CCCC1 (centres undefined)	12	-3	-7	5	-3	4	-16	7	6
Cc1ccc(C)c2[nH]c(=O)c(CN(CCN3CCOCC3)Cc3nnnn3CC3CCCO3)cc12 (centres undefined)	4	-2	6	11	9	12	-7	0	4
CC1(C(=O)NC2CCCC2)CCC(=O)N1Cc1ccccc1 (centres undefined)	7	10	5	2	-1	-1	4	4	6
O=C(O)c1n[nH]c2ccccc12	1	-11	-2	8	28	x	-49	x	10
CCn1cc(C(C)(C)C)c(C#N)c1NC(C)=O	13	-1	6	18	6	0	-14	4	-13
CN(C)CCN(C)Cc1ccc2c(c1)Cc1ccccc1-2	3	4	12	-1	-3	5	-3	3	9
COc1cc(OC)cc(C(=O)NCC(=O)N2CCCCC2)c1	3	-10	-4	16	-6	1	-6	1	11
Cc1nccc2[nH]c(=O)c(C(=O)NC3CCN(Cc4ccccc4)CC3)cc12	10	4	2	3	-3	-1	3	3	0
CCc1cc(C(=O)OC)c(NC(=O)CCC(=O)O)s1	10	2	4	10	-8	-2	-11	6	-17
CC1Cc2cc(/C(O)=C3/C(=O)C(=O)N(CC4CCCO4)C3c3ccco3)ccc2O1 (centres undefined)	12	22	51	-1	u	8	-16	4	5
COc1ccc(C(=O)Nc2ccc3c(c2)OCO3)cc1OC	-10	9	10	-2	-4	-7	13	-14	6
Cn1c(=NC(=O)CN2C(=O)C3CC=CCC3C2=O)sc2ccccc21 (centres undefined)	8	0	6	9	5	-1	-30	4	-18
Cc1cccc(OCCSc2cc(C)nc(N)n2)c1	6	-3	-3	-2	-5	-4	-76	-4	3
CCOC(=O)CCSc1nc(C)c2ccccc2n1	1	8	-2	31	1	4	-10	1	12

Three records drawn at random from those above:
SMILES	PKA kinase inh	Cathepsin G inh	FXIa mix inh	CatL block	CatS inh	JNK3 inh	C1s block	ROCK2 blocker	FXIIa mix inh
CCOC(=O)CCSc1nc(C)c2ccccc2n1	1	8	-2	31	1	4	-10	1	12
CC1CCN(C(=O)CN2C(=O)C(=O)c3ccccc32)CC1	2	2	13	13	7	0	-38	-5	-1
O=C(NCC(=O)N(c1ccc2c(c1)OCO2)C(C(=O)NC1CCCC1)c1ccncc1)c1ccco1 (centres undefined)	8	11	-5	7	8	5	4	5	3

New compounds follow
SMILES	PKA kinase inh	Cathepsin G inh	FXIa mix inh	CatL block	CatS inh	JNK3 inh	C1s block	ROCK2 blocker	FXIIa mix inh
O=C(CCNS(=O)(=O)c1ccc2c(c1)CCC(=O)N2)NCc1cccnc1	11	-11	2	10	-3	7	-39	3	7
CC1(C)C2CCC1(C)C(NC(=O)CCN1CCCCC1)C2 (centres undefined)	5	x	x	11	x	0	x	1	x
COc1cccc(C2OC(=O)c3ccccc3N2C(C)=O)c1OC(C)=O (centres undefined)	10	9	3	x	-3	x	10	x	29
COc1cccc(NS(=O)(=O)c2ccc(S(=O)(=O)N3CCOCC3)cc2)c1	6	8	1	-10	10	x	4	x	12
O=C(CSc1nc2c([nH]c3ccccc32)c(=O)n1-c1cccc(Cl)c1)N1CCOCC1	6	-2	11	-6	-2	-3	-2	3	0
Cc1ccc(S(=O)(=O)NCCNC(=O)c2ccccc2)cc1	-2	3	10	1	2	-2	8	0	9
Cc1cccc(N(CC(=O)NCC2CCCO2)C(=O)CCC(=O)Nc2cc(C)on2)c1 (centres undefined)	10	-11	-1	-1	16	8	-27	-1	8
CCNc1nc(SC(C(C)=O)C(C)=O)nc(N(C)C)n1	-3	-3	-3	3	24	-13	-4	-2	1
COc1ccc(Nc2ncnc3c2cnn3-c2cccc(C)c2)cc1OC	3	7	5	-3	-8	2	3	5	11
CCOC(=O)Cc1csc(NC(=O)CCNS(=O)(=O)c2ccc3c(c2)CCC(=O)N3)n1	-1	1	8	-1	-3	7	-26	4	9
c1ccc(-c2cnn3nnnc3n2)cc1	12	6	7	x	-6	x	7	x	-14
COc1ccc(N2Cc3cccc(C(=O)NC(C)CCc4ccco4)c3C2=O)cc1 (centres undefined)	4	-1	9	2	0	5	5	2	0
COc1ccc(-c2nnc3sc(C(C)N4C(=O)c5ccccc5C4=O)nn23)cc1 (centres undefined)	-16	-11	9	0	1	-1	-22	0	-2
COc1cc2c(cc1OC)C1Cc3ccc(OC)c(OC)c3CN1CC2 (centres undefined)	4	0	10	-13	-4	1	7	3	1
COc1cccc(OCC(O)CN2CCC(C)CC2)c1 (centres undefined)	6	11	2	17	1	7	14	4	3
CC1=C(C(=O)N2CCOCC2)C(c2ccsc2)C2=C(CCCC2=O)N1 (centres undefined)	0	1	6	-26	-3	-8	-14	4	5
COCCN(Cc1cc2cccc(C)c2[nH]c1=O)C(=O)c1ccccc1	1	9	4	-6	2	8	12	5	-14
Cc1cccc(N2CCN(C(=O)Cn3cccc3)CC2)c1C	6	8	7	x	-4	0	10	3	-4
O=C1CC(N2CCC(O)(c3ccc(Cl)cc3)CC2)C(=O)N1Cc1ccc(N2CCCC2=O)cc1 (centres undefined)	6	6	2	24	4	3	4	5	2
COc1ccc(C(=O)N(Cc2ccco2)C(C(=O)NC2CCCC2)c2ccc(O)cc2)cc1OC (centres undefined)	8	3	1	3	4	0	4	6	-24
CCN(CC)CCNC(=O)NC1CCCCC1	-3	13	4	0	14	6	17	1	-21
COC(=O)CSc1cc(C(=O)c2nccn2C)c2ccccc2n1	3	10	11	4	3	-6	15	3	-4
CCOC(=O)C1=C(C)Nc2nc(C)nn2C1c1ccc(C)cc1 (centres undefined)	-6	-2	9	-14	-6	2	0	-3	-1
Cc1ccc(S(=O)(=O)N2CCC(C(=O)NCCCN3CCCCCC3)CC2)cc1	9	9	-2	-1	-2	-4	-13	6	-14
COC(=O)c1cc(-c2ccccc2)n[nH]1	-4	0	3	x	-1	4	-26	-2	9
CCOc1ccc(C2CC(=O)NC(SCC(=O)OC)=C2C#N)cc1 (centres undefined)	-8	8	9	3	1	-4	9	-3	7
N#CCCSCc1ccc(C(=O)O)o1	6	12	0	11	-3	-5	6	8	2
CSC1=C(C#N)C(c2ccccc2C)C(C#N)=C(N)N1 (centres undefined)	-4	-1	24	12	6	6	-30	1	18
CCc1nc2cc(C)nn2c2nc3ccccc3n12	3	26	18	4	7	1	1	3	1
CCOC(=O)/C=C1\NC(C)(C)Cc2cc(OC)c(O)cc21	1	8	6	5	-4	1	10	5	-14
c1csc(-c2csc3nc(CN4CCOCC4)nc(NCc4ccc5c(c4)OCO5)c23)c1	-2	9	9	38	17	2	-12	0	16
O=S(=O)(NCC(c1cccnc1)N1CCN(c2ccccc2)CC1)c1cccs1 (centres undefined)	10	-8	-3	0	-20	x	-68	x	5
COc1ccc(NC(=O)N2CC(C)OC(C)C2)cc1OC (centres undefined)	-6	-1	0	-11	7	-5	-10	1	5
COc1ccc(/C=N/n2c(SC)nnc2-c2ccccc2)c(OC)c1OC	9	-1	8	1	-1	0	0	8	-14
CCc1cccc(CC)c1N(COC)C(=O)Cn1c(CO)nc2ccccc21	0	5	4	-3	-3	-4	-6	-1	-2
CCSC1=N/C(=C\c2ccc(C(=O)O)cc2)C(=O)S1	2	9	5	-9	23	2	9	3	7
Cc1ccc(OCC(=O)NCC(=O)n2nc(C)cc2C)cc1	6	x	x	21	x	7	x	6	x

Screening data: PubChem BioAssay, several laboratories

Rows are unselected (roughly 1.5% active in at least one column).
